H37Rv inhibition: M. tuberculosis growth inhibition, HTS (AID 449762); M. tuberculosis H37Rv growth inhibition, 7H9 media; higher % means a stronger effect; one-dose inhibition, % at 25 µM; IC50 in µM for titrated hits; 0.59% of 330,000 active; in the data active = a potency from the dose series; inconclusive = inhibition above about 70% without an active follow-up result;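 note: bacterial growth assessed after seven days of incubation; strong numbers were not always called active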
Salmonella PhoP GFP: Inhibition of PhoP regulon, Salmonella typhi GFP reporter cells, confirmation, 4 h (AID 1850). Salmonella Typhi PhoP-promoter GFP reporter, fluorescence, 4 h; higher % means a stronger effect. inhibition, % at 50 µM; hits with a dose series show IC50 in µM. 0.33% of 310,000 active; in the data active = a potency from the dose series; inconclusive = inhibition mostly from about 25% at the one dose, without a potency; inactive = the rest, 99 in 100 with inhibition below about 19%;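 note: 0% = induced wells with vehicle and 100% = uninduced wells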
M. tuberculosis: growth inhibition of non-replicating M. tuberculosis (AID 488890). 0.39% of 320,000 active. Mycobacterium tuberculosis non-replicating, growth inhibition; higher % means a stronger effect. one-dose inhibition, % at 25 µM; IC50 in µM for titrated hits; in the data active = a potency from the dose series; inconclusive = inhibition mostly from about 82% at the one dose, without a potency; inactive = the rest, 99 in 100 with inhibition below about 76%;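 note: plate controls were DMSO cells for no effect and high antibiotic wells for full effect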
H1N1 NS1A inhibition: NS1A inhibition, H1N1 influenza, cell based functional assay (AID 504329); NS1A functional cell-based assay, percent inhibition; higher % means a stronger effect; 0.3% of 340,000 active; inhibition, % at 12.5 µM, or IC50 in µM where a hit was titrated; in the data active = a potency from the dose series; inconclusive = inhibition above about 27% without an active follow-up result; note: strong numbers were not always called active
inhibitors of VEEV: inhibitors of VEEV TC-83 cytopathic effect, confirmation, Vero cells (AID 588727). Vero cells, VEEV TC-83 cytopathic effect inhibition; higher % means a stronger effect. inhibition, % at 20 µM; hits with a dose series show IC50 in µM. 0.13% of 350,000 active; in the data active = a potency from the dose series; inconclusive = inhibition mostly from about 14% at the one dose, without a potency; inactive = the rest, 99 in 100 with inhibition below about 12%; note: strong numbers were not always called active
Numbers without * were called inactive; i = inactive; ? = inconclusive; nt = no result given. Rows were taken by chance (roughly 1.6% active in at least one column).

SMILES | H37Rv inhibition | Salmonella PhoP GFP | M. tuberculosis | H1N1 NS1A inhibition | inhibitors of VEEV
CCN(CC)CCn1c(NCc2ccc3c(c2)OCO3)nc2ccccc21 | 3.1% | 0.7% | 5.9% | 11.3% | i
CCOc1ccc(NC(=O)CN2C(=O)COc3ccc(S(=O)(=O)N4CCCC4)cc32)cc1 | 6.3% | 3.1% | -2.6% | 6.0% | i
Cc1ccc2cc(C#N)c(SCC(=O)N3CCCc4ccccc43)nc2c1 | -2.1% | -2.3% | -31.1% | -8.3% | 3.2%
O=C(c1cc(COc2ccc(F)cc2Cl)on1)N(CCO)Cc1cccs1 | 4.3% | -8.5% | 13.9% | -10.2% | i
CN1CCN(C(=O)c2cc(S(=O)(=O)Nc3ccccc3F)c(Cl)cc2Cl)CC1 | -8.1% | 20.4% | -0.8% | -2.2% | 1.1%
CCCCn1c(=N)n(CC(=O)C(C)(C)C)c2ccccc21 | 2.4% | 3.2% | 0.7% | -10.6% | i
COc1cc(CNC2CCCC2)cc(Cl)c1OCc1ccccc1F | -6.3% | 11.7% | 78.7% | -8.7% | i
CCOc1ccccc1OCCOCCOc1ccccc1[N+](=O)[O-] | 0.7% | 5.4% | 0.9% | -7.5% | i
CCn1c(CN2CCN(C(c3ccccc3)c3ccccc3)CC2)nc2c1c(=O)n(C)c(=O)n2C | 32.9% | -14.3% | 7.0% | 7.8% | 0.7%
CCC(=O)N1CCc2cc(S(=O)(=O)NCCC(=O)NCc3ccccc3OC)ccc21 | -1.2% | 6.1% | 0.6% | -1.9% | 3.8%
CC1(C)CC(NCCN2CCN(C3=CC(=C(C#N)C#N)CC(C)(C)C3)CC2)=CC(=C(C#N)C#N)C1 | -2.4% | -8.7% | 11.6% | -3.0% | 4.7%
Cn1nccc1NC(=O)CC1(CC(=O)O)CCCCC1 | -6.3% | -11.8% | -3.2% | nt | 0.1%
NC(=O)Cn1c(O)c(N=NC(=O)CNC(=O)/C=C/c2ccccc2)c2ccccc21 | 7.5% | 2.3% | 4.8% | 6.3% | i
O=C(COC(=O)CCC(=O)c1ccc(F)cc1)Nc1ccc(N2CCOCC2)cc1 | 1.4% | -2.4% | 11.9% | -2.7% | 1.1%
CC(=O)c1ccc(N2CCN(S(=O)(=O)c3cccc4nsnc34)CC2)cc1 | -10.3% | 18.6% | -3.1% | 3.1% | 0.9%
CCN(c1ccccc1)S(=O)(=O)c1ccc(N2CCN(c3ccc(OC)cc3)CC2)nc1 | -8.6% | nt | -5.4% | -9.7% | i
COc1ccc(CN(C(=O)c2ccco2)c2ccc(C)c(C)c2)cc1 | 1.9% | -11.6% | 18.4% | -0.3% | i
COC(=O)CNC(c1ccccc1)c1cc(Br)ccc1NC(=O)CNC(=O)OCc1ccccc1 (centres undefined) | 40.7% | -7.9% | ? | 3.0% | 4.6%
O=C(NCC1OCCCN1S(=O)(=O)c1cc(F)ccc1F)C(=O)NC1CCCCCC1 (centres undefined) | 3.3% | -2.7% | 11.9% | 4.0% | i
O=C(Nc1nc(-c2ccccc2)cs1)Nc1ccc(F)cc1F | 33.3% | 3.1% | 29.7% | -1.2% | 0.8%
CCCN(CC(=O)Nc1ccccc1C)C(=O)c1cnc(C)cn1 | nt | nt | nt | -2.8% | 1.6%
NC(=S)N/N=C/c1c(O)c(Br)cc2oc3c(c12)CCCC3 | 5.2% | 2.7% | 56.5% | 0.1% | i
CCN(CC)P(=O)(Nc1ccc([N+](=O)[O-])cc1)c1c(C)nn(CCC#N)c1NC(=O)c1ccc(Cl)cc1Cl (centres undefined) | 2.5% | 2.1% | 54.1% | -3.7% | 0.1%
CC(C)C[C@@H](CN1CCC[C@@H]1CN1C(=O)C(=O)NC[C@@H]1Cc1ccccc1)N1C[C@H](Cc2ccc(O)cc2)N(CCc2ccccc2)C(=O)C1=O | nt | nt | nt | -11.3% | i
O=S(=O)(c1cc(Br)c(Cl)s1)N1CCCC1 | -6.1% | 5.9% | 2.7% | nt | 0.1%

New compounds follow.
SMILES | H37Rv inhibition | Salmonella PhoP GFP | M. tuberculosis | H1N1 NS1A inhibition | inhibitors of VEEV
COc1cccc(OCc2cc(C(=O)NCCN3CCCCC3CO)no2)c1 (centres undefined) | -19.8% | -8.4% | 5.6% | 7.4% | 2.1%
Cc1ccc(-n2ncc3c(=O)n(Cc4cccnc4)cnc32)cc1 | nt | nt | nt | 4.0% | i
CC(=O)Nc1ccc(N(C(=O)CNC(=O)c2cccs2)C(C(=O)NC(C)(C)C)c2ccccc2)cc1 (centres undefined) | -2.5% | -6.2% | -1.1% | -5.6% | 0.2%
COc1ccc(N2C(=O)C3CCCN3C2c2cccc(OC)c2OC)cc1 (centres undefined) | -1.1% | -5.4% | 9.6% | -5.1% | 0.6%
O=C(CNC(=O)c1ccccc1F)Nc1ccncc1 | -10.3% | 8.1% | -13.0% | -7.0% | 0.4%
O=C(c1ccccc1C(=O)N(c1ccccc1)c1ccccc1)N1CCCCC1 | 2.4% | -4.6% | -8.8% | -3.0% | 0.4%
Cn1ncc2c(N)nc(NCCO)nc21 | nt | nt | nt | -2.4% | 0.8%
COc1ccc(S(=O)(=O)N2CCC(C(=O)N[C@@H](C)C(=O)NC3CC3)CC2)cc1 | 1.4% | -1.6% | -0.6% | 0.2% | 0.1%
Cc1ccc(S(=O)(=O)Nc2ccccc2-c2ccccc2NS(=O)(=O)c2ccc(C)cc2)cc1 | -8.5% | 3.1% | 45.0% | 4.9% | 1.4%
CN1C(=O)CS(=O)c2ccc(C(=O)NC3CC3)cc21 (centres undefined) | 1.4% | 3.8% | -25.1% | 3.8% | 0.2%
CN(C(=O)COC(=O)c1cc(-c2ccccc2Cl)nc2ccccc12)C1CCS(=O)(=O)C1 (centres undefined) | 4.8% | -14.2% | -0.3% | 4.5% | 1.2%
FC(F)Oc1ccc(NC(=S)NC23CC4CC(CC(C4)C2)C3)cc1 | ? | 5.7% | 66.6% | 0.5% | i
Cc1ccc(N2C(=O)C(F)(F)C2c2ccccc2)cc1 (centres undefined) | 2.79µM* | -3.2% | ? | -6.7% | 0.8%
Cc1noc(C)c1COc1ccc(C(=O)N2CC(C)CC(C)C2)cc1 (centres undefined) | -2.1% | nt | 32.8% | -4.7% | i
CCOC(=O)CN1C(=O)CN(c2ccc(C)c(C)c2)C1=O | 35.8% | -0.7% | 4.3% | -3.4% | 4.7%
Cc1nc2c(-c3ccc(F)cc3)c(C)nn2c(C)c1CCC(=O)NCCN1CCOCC1 | -3.6% | -8.0% | 4.5% | 4.6% | i
COc1ccc2[nH]c(=O)c(CN(C(=O)c3cccnc3)c3cccc(C)c3)cc2c1 | 4.2% | 3.8% | 0.6% | -9.4% | 0.7%
CCCC(c1nnnn1C(C)(C)C)N1CCN(Cc2ccccc2OC)CC1 (centres undefined) | -7.6% | 3.7% | 4.0% | -9.6% | 0.1%
CCOc1ccc(NC(=O)c2csc3c2CCCC3)cc1 | -19.5% | -3.4% | nt | -5.5% | 0.3%
Cc1cccc(C(=O)NCc2nnc(SCC(=O)Nc3nncs3)n2C)c1 | 3.4% | -11.8% | 1.2% | 7.0% | 0.4%
c1ccc2c(c1)nc(-c1ccncc1)n1nnnc21 | 5.7% | -8.5% | -1.4% | -5.2% | 0.3%
CN(N)c1nc2ccccc2nc1C(F)(F)F | -4.1% | 8.0% | 17.7% | nt | i
Cc1noc(C)c1COC(=O)CCCc1nc2ccccc2s1 | -9.6% | 2.9% | 15.4% | 2.8% | 1.1%
C#CCNC(=O)C1=C[C@H](c2ccc(C(F)(F)F)cc2)[C@@H](CCCO)[C@H](OCC)O1 | 5.4% | 4.3% | 9.4% | -10.4% | 0.6%
CCO[C@@H]1OC(C(=O)N2CCOCC2)=C[C@H](C(C)(C)C)[C@H]1CCCO | -2.7% | 5.2% | -14.9% | 1.2% | 1.6%

Further results follow:
SMILES | H37Rv inhibition | Salmonella PhoP GFP | M. tuberculosis | H1N1 NS1A inhibition | inhibitors of VEEV
O=C(CS(=O)(=O)Cc1ccccc1)N1CCc2ccccc2C1 | nt | -6.0% | nt | 3.1% | 1.2%
CCOC(=O)c1c(-c2ccccc2)oc2ccc(O)cc12 | ? | -5.6% | 27.9% | -5.5% | 0.8%
CC(=O)NC1C(=O)N(CCc2ccccc2)c2ccccc21 (centres undefined) | 5.7% | 1.7% | 14.2% | 5.8% | 0.3%
O=C(CNC(=O)OCc1ccccc1)NCC(=O)Nc1ccc(Br)cc1C(=O)c1ccccc1 | -3.4% | -4.0% | 22.0% | -1.0% | 2.5%
CC(=O)N[C@@H](CS)C(=O)O | -3.3% | -1.4% | 3.1% | -0.8% | 0.6%
c1ccc(-c2nc(C3CCCCC3)c3sccc3n2)cc1 | 7.3% | -6.1% | -11.5% | 5.2% | 1.4%
O=C(N/C(=C/c1ccccc1Cl)C(=O)N1CCCC1)c1ccccc1 | -3.2% | 6.2% | 1.3% | -8.0% | i
O=C1NCCN1C(=O)C12CC3CC(CC(C3)C1)C2 | -2.0% | 0.1% | 0.7% | 18.9% | i
O=C(c1ccc2snnc2c1)N1CCN(c2ccccc2)CC1 | 12.3% | -1.8% | -4.6% | 13.2% | 5.7%
CN(C)S(=O)(=O)c1ccc(N2CCCC2)c(C(=O)NCC2COc3ccccc3O2)c1 (centres undefined) | 7.5% | 1.4% | 16.6% | -1.4% | 9.7%
O=c1cc(-c2ccccc2)nc2nc(SCc3ccccc3)[nH]n12 | -1.7% | -12.3% | nt | 1.3% | 6.6%
Cc1cc2nc(SCCN3CCCC3)[nH]c2cc1C | 2.7% | -0.4% | -5.8% | -4.9% | 0.2%
CCCC1CC(C)(C(=O)CSc2n[nH]c(-c3ccccc3)n2)OC1=O (centres undefined) | -4.4% | -3.4% | -9.6% | -2.1% | 0.9%
Cc1cccc(N2CC(C(=O)Nc3ccc(N4CCOCC4)cc3)CC2=O)c1C (centres undefined) | 3.0% | nt | -9.8% | 2.8% | 3.4%
CCc1nn2c(=O)cc(COc3cccc(NC(=O)c4ccco4)c3)nc2s1 | 6.5% | -0.9% | 0.9% | 5.2% | 2.8%
CC(=O)Nc1ccc(Oc2nc(-c3cccnc3)nc3sc4c(c23)CCCC4)cc1 | -8.8% | -2.1% | -9.4% | -9.6% | 2.3%
CSC1=NCCN1S(=O)(=O)c1ccc(C)cc1 | -2.5% | 0.6% | -5.0% | -10.1% | i
COc1cccc(/C=N/NC(=O)CN(C)S(=O)(=O)c2ccccc2)c1OC | -19.6% | nt | 32.1% | -10.5% | 4.1%
